mIDH1 inhibitor: inhibitors of human mutant IDH1 R132H; IDH1-R132H enzyme, NADPH consumption, diaphorase/resazurin fluorescence; Potency, µM (highest dose often 76.6 µM), inactives show at the highest dose activity change, negative = inhibition, hits mostly inhibitors; 0.093% of 390,000 active; AID 602179; note: potency is the fitted concentration of half-maximal effect; % is set by controls: 0 for no effect and ±100 for the full control effect; nearly all actives have a fitted effect of over 65% in size
Target sequence (O75874 whole entry R132H, stated change not applied): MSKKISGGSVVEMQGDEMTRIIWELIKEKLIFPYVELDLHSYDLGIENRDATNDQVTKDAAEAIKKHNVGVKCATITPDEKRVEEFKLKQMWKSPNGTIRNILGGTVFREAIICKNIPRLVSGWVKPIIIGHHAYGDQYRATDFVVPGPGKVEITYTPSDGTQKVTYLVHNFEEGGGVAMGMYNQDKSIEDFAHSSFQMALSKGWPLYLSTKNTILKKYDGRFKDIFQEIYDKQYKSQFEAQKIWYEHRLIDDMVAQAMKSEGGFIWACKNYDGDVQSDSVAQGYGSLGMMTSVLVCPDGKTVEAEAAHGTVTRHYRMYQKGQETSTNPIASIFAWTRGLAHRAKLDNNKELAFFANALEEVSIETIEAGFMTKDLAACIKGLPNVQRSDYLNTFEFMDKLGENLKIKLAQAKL
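IDH1-R132H (0.5 ug/mL) preincubated 30 min with compound, then NADPH (0.016 mM) and alpha-KG (2 mM) added; 80 min at RT, pH 7.5. Remaining NADPH coupled via diaphorase/resazurin to fluorescence (540/590 nm); concentration-response curves normalized to no-enzyme control.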
Vif-A3G inh: Vif-A3G binding inhibition. HeLa A3G-eYFP + Vif (tagged APOBEC3G with the HIV-1 protein that degrades it), YFP fluorescence, overnight. Q9HC16. AID 602310. 0.076% of 410,000 active. Potency, µM (titrated, usually from 46.1 µM), for the others: at the highest dose activity, negative = active, hits mostly inhibitors;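 note: potency is the fitted concentration of half-maximal effect; % is set by controls: 0 for no effect and ±100 for the full control effect; nearly all actives have a fitted effect of over 60% in size; hits raise eYFP signal because A3G escapes Vif-driven loss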
Target sequence (Q9HC16 whole entry, looked up): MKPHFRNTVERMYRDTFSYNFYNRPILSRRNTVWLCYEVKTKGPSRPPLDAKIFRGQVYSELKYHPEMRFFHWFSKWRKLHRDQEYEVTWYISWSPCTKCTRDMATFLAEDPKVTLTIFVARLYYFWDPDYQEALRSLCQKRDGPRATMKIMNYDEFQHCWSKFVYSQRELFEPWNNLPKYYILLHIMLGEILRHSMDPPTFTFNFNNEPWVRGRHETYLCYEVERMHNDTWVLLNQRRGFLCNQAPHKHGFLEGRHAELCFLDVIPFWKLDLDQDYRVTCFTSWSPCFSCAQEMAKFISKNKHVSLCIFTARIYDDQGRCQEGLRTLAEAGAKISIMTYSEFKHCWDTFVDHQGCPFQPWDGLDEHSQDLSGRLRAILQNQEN
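Read-out is eYFP fluorescence (Ex 488/Em 500-530) from Vif-expressing HeLa A3G-eYFP cells; more signal means A3G escaped Vif-mediated degradation. Cells plated overnight, compound pinned in, incubated overnight at 37 deg C.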
rTrxR1 inhibitor: blocks rat thioredoxin reductase 1 | O89049 | recombinant rTrxR1, NADPH fluorescence consumption, selenite substrate | Potency, µM (series often up to 114 µM), for the others: at the highest dose activity change, negative = inhibition, usual class: inhibitors | 1% of 390,000 active | AID 588453; note: potency is the fitted concentration of half-maximal effect; % is set by controls: 0 for no effect and ±100 for the full control effect; nearly all actives have a fitted effect of over 65% in size
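Rat TrxR1 (90 nM in the dispensed reagent) was pre-reduced with 400 uM NADPH for 5 min at room temperature, then incubated with compound for 15 min. After 400 uM selenite was added, NADPH fluorescence (Ex 340/Em 450 nm) was followed for 8 min.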
USP1 inh: USP1/UAF1 (human) deubiquitinase inhibition | recombinant USP1/UAF1, Ub-Rhodamine cleavage fluorescence | Potency, µM (series often up to 57.1 µM), without a hit: at the highest dose activity change, negative = inhibition, most hits filed as inhibitors | O94782 | 0.23% of 390,000 active | AID 743255; note: potency is the fitted concentration of half-maximal effect; % is set by controls: 0 for no effect and ±100 for the full control effect; nearly all actives have a fitted effect of over 60% in size; inactives centre near -12
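1 nM enzyme complex + cpd, 15 min RT; start with Ub-Rho 150nM final; kinetic fluorescence ex 480/em 540, 6 reads q60 s. Buffer 50mM HEPES pH 7.8, 0.5mM EDTA, 0.1 mg/ml BSA, 1mM TCEP, 0.01% Tween-20.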
RGS4 inhibitor: inhibitors of human regulator of G protein signaling 4. Transcreener GDP fluorescence polarization, RGS4-accelerated GTP hydrolysis. Potency, µM (titrated, usually from 114 µM), for the others: at the top dose activity change, negative = inhibition, most hits filed as inhibitors. 0.039% of 390,000 active. AID 504845; note: potency is the fitted concentration of half-maximal effect; % is set by controls: 0 for no effect and ±100 for the full control effect; nearly all actives have a fitted effect of over 75% in size; some results filed as inactive show a strong effect at the top dose
Target sequence (P49798 whole entry, looked up): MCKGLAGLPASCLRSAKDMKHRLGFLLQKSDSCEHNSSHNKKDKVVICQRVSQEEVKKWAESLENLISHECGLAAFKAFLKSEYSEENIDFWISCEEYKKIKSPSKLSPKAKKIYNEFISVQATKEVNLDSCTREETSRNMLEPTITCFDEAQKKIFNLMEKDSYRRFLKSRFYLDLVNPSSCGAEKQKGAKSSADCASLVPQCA
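MLSMR compounds (23 nl, pin-transferred) preincubated 10 min at room temperature with a 500nM (2x) first reagent, then RGS4 at 900nM (2x) plus Transcreener GDP mix added; fluorescence polarization (620/688 nm) read before and after 90 min at 30 °C.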
TrxR1 substrate: is turned over as a substrate by rat TrxR1; O89049; purified TrxR1 substrate turnover, NADPH consumption readout; Potency, µM (series often up to 114 µM), for the others: at the top dose activity change, negative = substrate turnover; 0.01% of 390,000 active; AID 588456; note: potency is the fitted concentration of half-maximal effect; % is set by controls: 0 for no effect and ±100 for the full control effect; nearly all actives have a fitted effect of over 50% in size
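Rat TrxR1, dispensed at 90 nM, was prereduced with 400 uM NADPH (final) for 5 min at ~22 deg C, then incubated with compound 15 min before 400 uM selenite. A first-read NADPH fluorescence drop versus no-compound background flagged substrates.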
GRP78 ERSR act: inducers of ER stress response in human glioma cells; Potency, µM, for inactives: top-dose activation, actives largely listed as activators; U87-MG GRP78 promoter luciferase reporter, 16 h; 0.02% of 420,000 active; AID 602332; note: potency is the fitted concentration of half-maximal effect; series mostly up to about 76 µM; % of control where 0% means no effect; nearly all actives have a fitted effect of over 35% in size
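ERSR induction read as luciferase luminescence (Bright-Glo, 10 min at room temperature) in stably transfected human U87-MG glioma cells exposed to compounds for 16 h, using GRP78 as sensor.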
Vif-APOBEC3F blk: Vif-A3F binding inhibition; HeLa A3F-eYFP + Vif (tagged APOBEC3F with the HIV-1 protein that degrades it), YFP fluorescence increase; Potency, µM (series often up to 46.1 µM), without a hit: at the highest dose activity, negative = active; 0.2% of 390,000 active; AID 602313; note: potency is the fitted concentration of half-maximal effect; % of control where 0% means no effect; nearly all actives have a fitted effect of over 65% in size
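HeLa cells stably expressing Vif plus C-terminally eYFP-tagged A3F were seeded, incubated overnight at 37 deg C, dosed with compound, incubated overnight again at 37 deg C. Yellow fluorescence (Ex 488/Em 500-530) reported blocked Vif-mediated A3F-eYFP degradation.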
LDHA block: LDHA (human) enzyme inhibition; P00338; purified LDHA, NADH/diaphorase-resazurin fluorescence; hits give low values; activity change, % (values are at about 110 or 230 µM); 0.15% of 480,000 active; in the data active = activity change below about -30%; inconclusive = mostly about -25% to -30%;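 note: plate controls were DMSO wells for no effect and wells without enzyme for full effect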
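Human LDH5 at 2 nM final in Tris HCl pH 7.4 with 0.06 mM NADH and 0.2 mM pyruvate, reacted 5 minutes at room temperature. Remaining NADH coupled via diaphorase/resazurin; resorufin fluorescence read at 0 and 20 minutes, normalized to enzyme-free and DMSO wells.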
* = called active by the depositor; ? = inconclusive; · = not tested or not shown; [ ] = another dose, or the depositor's remark. Unless noted, calls come from the whole dose curve; as a rule, active = well fitted curve in the direction sought with a large enough effect; inconclusive = small, poorly fitted or top-dose-only effect, or another doubt; inactive = no such curve, though single readings can be large; an effect the other way counts as inactive or inconclusive. Not all compounds are listed; rates above refer to the full screens.

1	Cc1cccc(NC(=O)Cn2nc(-c3ccccc3)c3cnc4ccccc4c32)c1
2	c1ccc(-c2cn3nc(-c4ccccc4)cnc3n2)cc1
3	COc1cc(O)c(C(=O)CC(=O)c2ccncc2)c(OC)c1
4	Cc1ccc2c(c1)nnn2C1CCN(C(=O)Nc2ccccc2C)CC1
5	COc1ccc(OC)c(NC(=O)c2[nH]c(C)c(C(C)=O)c2C)c1
6	O=C(CSc1nncs1)Nc1ccc2c(c1)OCCO2
7	CCc1c(C)nc(N)nc1OCC(F)(F)C(F)F
8	CCCCOc1c(Cl)cc(C(=O)N(C)CC(=O)Nc2ccc(N3CCOCC3)cc2)cc1OCC
assay / compound,1,2,3,4,5,6,7,8
mIDH1 inhibitor,-5%,0%,-7%,-3%,-2%,3%,7%,4%
Vif-A3G inh,0%,-1%,0%,-7%,-10%,-9%,-3%,-4%
rTrxR1 inhibitor,22%[57.1 µM],-10%,4%,4%[57.1 µM],9%,-3%[57.1 µM],-8%[57.1 µM],-7%
USP1 inh,-11%,-5%,?,-11%,-2%,7%,-14%,-22%
RGS4 inhibitor,17%,2%,5%,-16%,-20%,7%,23%,-6%
TrxR1 substrate,-3%[57.1 µM],-9%,6%,5%[57.1 µM],1%,6%[57.1 µM],4%[57.1 µM],-8%
GRP78 ERSR act,-3%,3%,-2%,-3%,12%,-2%,-5%,-6%
Vif-APOBEC3F blk,-2%,-6%,6%,?,-7%,0%,-13%,4%
LDHA block,-8,-3,12,-5,-9,-3,-2,-7

9	CCN(CC)S(=O)(=O)c1ccc(OC)c(NC(=S)Nc2ccc(C)c(C)c2)c1
10	COCCn1c(CNC(=O)c2cc(OC)c(OC)c(OC)c2)nc2cccnc21
11	COc1c(C)cccc1C(=O)Nc1ccc(N2CCN(C(=O)c3ccccc3C)CC2)cc1
12	O=C(COC(=O)CNC(=O)c1ccccc1)NCCNC(=O)COC(=O)CNC(=O)c1ccccc1
13	COc1ccc2c(c1)c1c(c(=O)n(-c3ccc(OC)c(OC)c3)c(=O)n1CC(=O)N1CCCC1)n2C
14	CC(C)(C)OC(=O)NCCCCCc1nnc(SCc2ccc(F)cc2)o1
15	CCS(=O)(=O)Nc1ccc(Cc2ccncc2)cc1
16	CCOC(=O)CNC(=O)Cn1cnc2c(oc3ccccc32)c1=O
assay / compound,9,10,11,12,13,14,15,16
mIDH1 inhibitor,7%,11%,2%,1%,16%,8%,9%,-6%
Vif-A3G inh,-3%,0%,-5%,0%,5%,-1%,2%,-10%
rTrxR1 inhibitor,-3%,22%[57.1 µM],9%,11%,91%[activator],21%[57.1 µM],-4%,12%
USP1 inh,-13%,-7%,-15%,-4%,0%,-6%,6%,-28%
RGS4 inhibitor,?,-20%,15%,-17%,36%,-11%,13%[11.4 µM],10%
TrxR1 substrate,-2%,1%[57.1 µM],-2%,5%,313%[activator],-3%[57.1 µM],12%[57.1 µM],3%
GRP78 ERSR act,-1%,-3%,-5%,-6%,-3%,-8%,-6%,2%
Vif-APOBEC3F blk,-1%,-6%,4%,-2%,-7%,-5%,-1%,1%
LDHA block,4,-2,-1,-6,-7,-3,-2,-7

17	CCC(C)NCCOCCOc1ccc(C)cc1Br (stereo not drawn)
18	Cc1ccc2[nH]cc(CCNC(=O)C3CCCCC3)c2c1
19	C=CCNc1nc(-c2ccc(O)c(C(N)=O)c2)cs1
20	CC1CCN(C(=O)C2CCN(S(=O)(=O)c3cccs3)CC2)CC1
21	CCOC(=O)c1ccc2c(c1)N(Cc1ccccc1C)C(=O)c1ccccc1S2=O (stereo not drawn)
22	Cc1cccc(NC(=O)COC(=O)c2n[nH]c3ccccc23)c1C
23	O=C(Cn1nnc2ccccc2c1=O)NCc1ccco1
24	Clc1ccsc1-c1ccc2ccccc2n1
assay / compound,17,18,19,20,21,22,23,24
mIDH1 inhibitor,2%,14%,-6%,-3%,3%,-1%,1%,4%
Vif-A3G inh,0%,12%,1%,1%,2%,-1%,-4%,1%
rTrxR1 inhibitor,1%,-20%,10%[57.1 µM],7%[57.1 µM],23%,23%,8%[57.1 µM],-4%
USP1 inh,1%,-11%,-20%,-6%,-16%,-19%,8%,-19%
RGS4 inhibitor,20%,5%,-46%[11.4 µM],15%,8%,4%,25%,-21%
TrxR1 substrate,3%,-13%,-6%,10%[0.0914 µM],4%,8%,8%[57.1 µM],8%
GRP78 ERSR act,-2%,-3%,2%,11%,-4%,-2%,1%,9%
Vif-APOBEC3F blk,2%,-14%,11%,11%,1%,0%,2%,-21%
LDHA block,-17,-7,11,-10,-2,-13,-2,0

25	N=C1C(=O)OCC1c1ccccc1NC(=O)c1ccc(F)cc1 (stereo not drawn)
26	COCC(C)N1CCC(n2nccc2NC(=O)c2ccc3c(c2)OCO3)CC1 (stereo not drawn)
27	COc1ccc(C2C(=O)c3ccccc3C2=Nc2ccc(Br)cc2)cc1 (stereo not drawn)
28	Cc1onc(-c2ccccc2)c1C(=O)NC(C)C
29	Cc1ccc(Nc2nc(N)nc(CSC(=S)N3CCOCC3)n2)cc1
30	COc1ccc(-c2nc(Cn3c(SCc4ccc(F)cc4)nc4cccnc43)c(C)o2)cc1
31	CC(C)(C)n1nnnc1C(c1ccc(F)cc1)N(Cc1ccc(F)cc1)Cc1ccco1 (stereo not drawn)
32	COc1ncnc2c1ncn2CCCN1CCN(Cc2ccc(C)cc2)CC1
assay / compound,25,26,27,28,29,30,31,32
mIDH1 inhibitor,3%,2%,-6%,5%,4%,-13%,-1%,-2%
Vif-A3G inh,-7%,1%,3%,1%,0%,-5%,0%,-1%
rTrxR1 inhibitor,-8%,5%,-6%,22%,-7%,28%,-15%,·
USP1 inh,-1%,2%,-14%,?,-11%,-3%,-3%,-21%
RGS4 inhibitor,32%,-5%,-13%,7%,-18%,-26%,-32%,·
TrxR1 substrate,-11%,1%,-5%,1%,-10%,13%,-7%,·
GRP78 ERSR act,6%,-5%,0%,-5%,6%,-4%,0%,0%
Vif-APOBEC3F blk,1%,-2%,-7%,0%,-3%,0%,-3%,-7%
LDHA block,-18,-5,-6,-8,-5,-2,6,-14

Fetched one by one from the list above, 3 records:
30	COc1ccc(-c2nc(Cn3c(SCc4ccc(F)cc4)nc4cccnc43)c(C)o2)cc1
27	COc1ccc(C2C(=O)c3ccccc3C2=Nc2ccc(Br)cc2)cc1 (stereo not drawn)
31	CC(C)(C)n1nnnc1C(c1ccc(F)cc1)N(Cc1ccc(F)cc1)Cc1ccco1 (stereo not drawn)
assay / compound,30,27,31
mIDH1 inhibitor,-13%,-6%,-1%
Vif-A3G inh,-5%,3%,0%
rTrxR1 inhibitor,28%,-6%,-15%
USP1 inh,-3%,-14%,-3%
RGS4 inhibitor,-26%,-13%,-32%
TrxR1 substrate,13%,-5%,-7%
GRP78 ERSR act,-4%,0%,0%
Vif-APOBEC3F blk,0%,-7%,-3%
LDHA block,-2,-6,6

Further structures
33	Cc1cccc(N2CC(C(=O)Nc3ccccc3N3CCOCC3)CC2=O)c1C (stereo not drawn)
34	O=C(CSc1nnc(Cc2ccccc2)o1)Nc1cccc(F)c1
35	CN(C)S(=O)(=O)N1CCC(CCCC2CCN(S(=O)(=O)N(C)C)CC2)CC1
36	Cc1ccc(Nc2nc(Cl)nc3ncn(C)c23)c(C)c1
37	Cc1cccc(Nc2ccccc2C(=O)OCC(=O)NCc2ccco2)c1C
38	CCN(CC)CCN(C(=O)C1=COCCO1)c1nc2ccc(C)cc2s1
39	COc1ccc2c(C)c(Cl)c(=O)oc2c1
40	COc1cc(/C=C/c2cccc[n+]2C)ccc1OCC(=O)Nc1cccc(Cl)c1
41	O=[N+]([O-])c1nn(-c2ccc3c(c2)OCCO3)n(O)c1=Nc1ccc(Cl)cc1
42	COc1ccc(C(=O)COC(=O)CCc2ccccc2)cc1
43	N#C/C(=C(/O)COC(=O)CCCNC(=O)c1ccc(Cl)cc1)c1nc2ccccc2[nH]1
assay / compound,33,34,35,36,37,38,39,40,41,42,43
mIDH1 inhibitor,5%,-3%,3%,3%,1%,-8%,11%,-9%,12%,2%,-5%
Vif-A3G inh,-1%,8%,1%,-2%,-9%,2%,5%,-6%,1%,0%,-1%
rTrxR1 inhibitor,9%[11.4 µM],25%,4%[57.1 µM],7%[57.1 µM],-7%,21%,-161%,6%,-2%[57.1 µM],19%,-2%[57.1 µM]
USP1 inh,-9%,-5%,-14%,-5%,-8%,-15%,-10%,-3%,-9%,-1%,-12%
RGS4 inhibitor,-11%,29%,1%,12%,-28%,15%,-9%,-11%,10%,22%,0%
TrxR1 substrate,8%[57.1 µM],-1%,3%[57.1 µM],11%[57.1 µM],20%,-3%,688%[activator],-4%,5%,-4%,6%[57.1 µM]
GRP78 ERSR act,0%,-2%,0%,-4%,-1%,6%,-2%,1%,-11%,-2%,-1%
Vif-APOBEC3F blk,8%,1%,-2%,-30%,-5%,-4%,0%,-1%,-3%,1%,3%
LDHA block,-4,-6,-15,-1,-8,-7,-1,-24,6,-9,2

High-throughput results deposited in PubChem BioAssay by National Center for Advancing Translational Sciences (NCATS).
